PhoP inhibition: inhibitors of PhoP regulon expression, primary screen, Salmonella Typhimurium, GFP reporter (AID 1863); S. Typhimurium PhoP-regulated promoter GFP reporter, 4 h; higher % means a stronger effect; inhibition, % at 50 µM; hits with a dose series show IC50 in µM; 0.16% of 300,000 active;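 active = inhibition over 29.93%, a cutoff 3 SD above the screen mean, later confirmed by dose response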;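 note: 0% = low Mg2+ inducing control and 100% = high Mg2+ repressing control; strong numbers were not always called active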
KOR beta-arrestin-1: KOR agonists, beta-arrestin recruitment, primary screen, cell-based, luminescence, uHTS (AID 1777) | KOR beta-arrestin recruitment, luminescence; higher % means a stronger effect | activation, % at 10 µM, or EC50 in µM where a hit was titrated | 0.02% of 280,000 active; in the data active = activation above about 50%, passing the limit was not always enough; note: a part of the inactive calls stands beside numbers as strong as those of hits
GPR55 LPI antagonism: inhibition of LPI-stimulated GPR55 beta-arrestin translocation – imaging, U2OS, beta-arrestin-GFP, LPI agonist, primary screen (AID 2013); 0.13% of 290,000 active; inhibition, % at 10 µM, or IC50 in µM where a hit was titrated; U2OS GPR55 beta-arrestin-GFP translocation imaging, LPI antagonism; higher % means a stronger effect;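 active = spots per cell inhibited over 60%, with over 100 cells counted and total cytoplasm intensity under 500,000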;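 note: U2OS cells stably carrying GPR55 and arrestin-GFP stimulated by 5 µM LPI near EC80; imaged beta-arrestin-GFP aggregate spots per cell after agonist stimulation; plate controls were LPI-stimulated DMSO wells for no effect and DMSO wells without LPI for full effect; some results filed as inactive read as strong as hits; confirmed hits need IC50 under 10 µM and bright autofluorescent wells are also inconclusive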
NTR1 ag: agonists of NTR1, primary screen, imaging, U2OS cells, beta-arrestin-GFP, high content (AID 493036) | NTR1-U2OS beta-arrestin-GFP spot imaging, agonist mode | activation, % at 20 µM | 0.17% of 330,000 active;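 active = activation at or above 40% of the spot to cytoplasm intensity ratio, with at least 20 cells analyzed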;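 note: 0% = DMSO without peptide and 100% = 100 nM NTR1 peptide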
Target sequence (P30989 whole entry, looked up): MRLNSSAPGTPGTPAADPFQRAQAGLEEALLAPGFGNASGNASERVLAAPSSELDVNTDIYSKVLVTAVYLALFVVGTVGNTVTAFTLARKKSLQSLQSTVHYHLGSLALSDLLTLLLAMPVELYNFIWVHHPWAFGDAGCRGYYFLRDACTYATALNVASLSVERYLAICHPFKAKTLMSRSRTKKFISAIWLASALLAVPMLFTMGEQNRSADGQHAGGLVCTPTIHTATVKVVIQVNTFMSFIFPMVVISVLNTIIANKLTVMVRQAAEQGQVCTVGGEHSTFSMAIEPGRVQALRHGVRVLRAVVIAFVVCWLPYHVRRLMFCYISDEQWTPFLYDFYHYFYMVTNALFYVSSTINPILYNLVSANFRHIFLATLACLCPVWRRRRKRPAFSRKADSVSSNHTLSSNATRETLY
GPR55 activation: selective activators of receptor GPR55 – imaging, U2OS cells, beta-arrestin-GFP redistribution, primary screen (AID 1961) | U2OS GPR55 beta-arrestin-GFP redistribution imaging; higher % means a stronger effect | activation, % at 10 µM, or EC50 in µM where a hit was titrated | 0.048% of 290,000 active;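 active = activation above 40% with more than 50 cells counted in the well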;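 note: U2OS osteosarcoma cells stably expressing GPR55 and beta-arrestin-GFP; plate controls were DMSO negative control for no effect and LPI positive control for full effect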
West Nile antiviral: inhibition of WNV-induced cytopathic effect – cell-based, CPE readout (AID 1621). West Nile virus-infected cells, CPE inhibition; higher % means a stronger effect. CPE inhibition, % at 10 µM; hits with a dose series show IC50 in µM. 0.02% of 290,000 active; in the data active = a potency from the dose series; note: strong numbers were not always called active
GPR35 antagonists: inhibition of zaprinast-stimulated GPR35 beta-arrestin translocation – imaging, U2OS, beta-arrestin-GFP, zaprinast agonist, primary screen (AID 2058); U2OS GPR35 beta-arrestin-GFP translocation imaging, zaprinast antagonism; higher % means a stronger effect; 0.052% of 290,000 active; one-dose inhibition, % at 10 µM; IC50 in µM for titrated hits;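 active = inhibition of at least 50% with at least 30 cells and total cytoplasm GFP at most 10,000,000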
T cell HTS: T cell immune modulators affecting CD8 T cell-vesicle binding; 2C CD8+ T cell-vesicle binding, flow cytometry; hits give low values; calls only at 7 µM; 0.068% of 330,000 active; AID 2052;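 active = response, share of CD8 T cells binding vesicles, and their 90th percentile fluorescence all below set limits, cut at about 80% in these data, passing the limit was not always enough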
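System: murine 2C transgenic CD8+ T lymphocytes; also added: QL9-loaded Drosophila micro-vesicles; times: binding 1.5 h at 37 °C; measured by: flow cytometry, PE anti-B7-1 (FL2) versus Alexa647 anti-CD8 (FL8), PFA-fixed; control set: Peptide-free naked vesicles (low) and QL9 vesicles with 0.7% DMSO vehicle (high)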
KOR beta-arrestin-2: kappa opioid receptor blockers – cell-based, luminescence, uHTS (AID 1778); inhibition, % at 10 µM, or IC50 in µM where a hit was titrated; KOR beta-arrestin recruitment, luminescence, antagonist mode; higher % means a stronger effect; 0.091% of 290,000 active; in the data active = inhibition above about 50%; note: strong numbers were not always called active
T cell HTS vesicle-bound %: further read-out of T cell HTS, marked with its call; double positive events, %; measured here: CD8+ vesicle-bound cell fraction;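 binding gate set so that unloaded-vesicle control wells show 10% double positive cells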
NTR1 ag cell count 20 µM: recorded beside NTR1 ag, whose call it bears; cell count; measured here: cell count, cytotoxicity flag
* = called active by the depositor; i = inactive; · = no result given; [ ] = dose if it differs, or a comment.

SMILES | PhoP inhibition | KOR beta-arrestin-1 | GPR55 LPI antagonism | NTR1 ag | NTR1 ag cell count 20 µM | GPR55 activation | West Nile antiviral | GPR35 antagonists | T cell HTS | T cell HTS vesicle-bound % | KOR beta-arrestin-2
Cn1ncc2c(NNC(=O)c3ccc(O)cc3)ncnc21 | 5.3% | 1.5% | -6.9% | 0.9 | 59 | 0.4% | 0.7% | 4.1% | i | 18.9 | -17.1%
OCCNCCOc1ccccc1-c1ccccc1 | 24.4% | 1.8% | 17.2% | -0.6 | 61 | 0.3% | -1.0% | -8.3% | i | 36.0 | -19.1%
CC(C)(C)OC(=O)N1CCC(C(=O)N2CCCCCC2)CC1 | -12.2% | -3.0% | 2.9% | -0.5 | 36 | 0.2% | -0.4% | -5.1% | i | 43.2 | 17.2%
CCCC[C@H]1COCCS(=O)(=O)N1Cc1cccc(F)c1 | · | -2.6% | 5.7% | 0.5 | 85 | 0.2% | -0.7% | 0.7% | i | 8.2 | -26.2%[20 µM]
Cc1cc(C)n2c(SCC(=O)Nc3ccccc3)nnc2n1 | 1.8% | -1.2% | -0.8% | -0.5 | 64 | -0.1% | -0.6% | 8.3% | i | 57.6 | 5.4%
Cc1ccc(OCC(O)CN2CCN(c3ccc(C)cc3)CC2)cc1 (stereo unspecified) | -2.1% | 2.1% | 1.5% | 2.6 | 48 | 0.0% | 0.8% | 5.9% | i | 47.5 | -2.8%
O=C(CCc1c[nH]c2ccccc12)NCC(=O)Nc1ccc(F)c(F)c1F | -7.1% | -3.7% | 16.7% | -0.6 | 66 | -0.2% | -0.3% | -8.0% | i | 34.9 | 12.0%
O=C(CSc1n[nH]c(=O)n1C1CC1)Nc1ccccc1 | -2.9% | -4.2% | 9.8% | 0.0 | 80 | -0.1% | 0.3% | -2.8% | i | 19.5 | 12.0%
CNc1ccccc1C(C)(C)c1cc(C)[nH]n1 | 8.4% | -2.9% | 3.5% | -1.6 | 69 | 0.6% | 0.4% | -0.6% | i | 57.8 | -7.3%
COc1ccc(CCNC(=S)Nc2ccc(S(=O)(=O)Nc3ncccn3)cc2)cc1OC | 1.4% | -1.4% | -5.9% | 0.4 | 56 | 0.9% | 0.4% | -3.0% | i | 10.6 | -3.8%
NC(=O)CC[C@@H]1NC(=O)[C@@H]2CCCN2C(=O)c2cc([N+](=O)[O-])cc(I)c2NCCC[C@@H](C(=O)NC(CC(=O)O)C(N)=O)NC1=O (stereo partly specified) | -1.5% | -0.1% | -1.7% | 15.1 | 72 | -0.3% | 0.0% | -4.3% | i | 40.5 | -16.5%
Cc1ccc(S(=O)(=O)N2CCCC2C(=O)N(C)Cc2cccs2)cc1 (stereo unspecified) | 6.1% | 6.0% | 0.0% | -0.4 | 62 | 0.4% | -0.4% | 18.2% | i | 52.2 | 32.5%
CCN1CCN(C(=S)c2ccc(Br)cc2)CC1 | 12.1% | 3.5% | 11.7% | 1.9 | 80 | -0.1% | -0.2% | 2.3% | i | 33.8 | -5.1%
COc1cc2c(cc1OC)CN(S(=O)(=O)c1ccccc1F)CC2 | -6.1% | 11.2% | -8.9% | 1.6 | 82 | 0.0% | 0.4% | -8.0% | i | 11.4 | -33.6%
CCOC(=O)N1CCN(C(=O)c2cccc(N3C(=O)NC4CC3(C)Oc3ccccc34)c2)CC1 (stereo unspecified) | -2.3% | 3.5% | 6.3% | 0.2 | 47 | 0.0% | -0.2% | 6.7% | i | 32.7 | -16.5%
O=C(N/N=C/c1c[nH]c2ccc(Br)cc12)c1ccncc1 | -8.8% | -0.9% | 5.3% | 4.2 | 46 | -0.1% | -0.2% | -15.3% | i | 42.5 | 1.5%
S=C(NCc1ccncc1)Nc1ccc(Cl)cc1Cl | -6.2% | 3.8% | -10.0% | -0.5 | 91 | -0.1% | -0.8% | -10.9% | i | 14.4 | -5.1%
O=C(O)c1ccc2c(c1)OCCO2 | -6.4% | -5.2% | -5.9% | -1.2 | 41 | -0.1% | 0.0% | 2.9% | i | 23.4 | 18.8%
Nc1[nH]c(=O)[nH]c(=O)c1N=Nc1ccc(C(=O)O)cc1 | 8.9% | -2.2% | -2.7% | -1.1 | 81 | 0.2% | 0.1% | 0.0% | i | 11.8 | -14.9%
COc1ccc(NC(=O)c2sccc2-n2cccc2)cc1 | 2.4% | -4.9% | 14.8% | 3.8 | 60 | 0.1% | -0.5% | 10.5% | i | 45.3 | 4.7%
CCOc1ccc(N(C(=O)c2snc(C(N)=O)c2N)C(C(=O)NC2CCCC2)c2ccncc2)cc1 (stereo unspecified) | 5.4% | 0.3% | -2.1% | 0.1 | 46 | -0.1% | 0.4% | -2.7% | i | 45.6 | -1.5%
COc1cc(/C=N/NC(=O)C(=O)NCC2CCCO2)ccc1O (stereo unspecified) | 2.2% | -1.2% | -1.5% | 2.5 | 64 | -0.2% | 0.3% | 11.2% | i | 20.0 | -18.0%
CN(C)c1ccc(/C=C(/NC(=O)c2ccccc2Cl)C(=O)NCCN2CCOCC2)cc1 | -7.8% | 0.1% | 7.2% | 0.0 | 55 | -0.1% | 0.7% | 2.0% | i | 5.8 | 5.0%
CC(=O)c1ccc(N(CC(=O)NC2CCCC2)C(=O)CCC(=O)Nc2cc(C)on2)cc1 | -3.5% | 4.7% | -6.2% | 1.6 | 42 | -0.1% | -0.1% | -8.7% | i | 49.3 | -15.3%
COc1ccc(C(=O)C[n+]2cccc(C)c2C)cc1[N+](=O)[O-] | -4.6% | · | -1.3% | 2.1 | 54 | -0.1% | 0.9% | -4.8% | i | 54.0 | -11.7%[20 µM]
CCOC(=O)CSc1nnc(NC(=O)c2ccco2)s1 | 7.0% | 3.5% | -2.0% | -1.6 | 57 | -0.1% | 0.5% | 16.7% | i | 14.7 | -37.3%
O=C(CSc1nnc(CNC(=O)c2cccs2)o1)c1ccc(Cl)cc1 | 14.7% | -1.6% | -1.6% | -1.1 | 51 | 0.0% | -0.1% | 3.4% | i | 44.8 | -27.2%
Cc1ccc(NN2C(=O)C=C(c3ccccc3)C2=O)cc1 | 0.2% | 1.4% | -2.4% | 24.9 | 108 | 1.2% | -0.2% | 17.6% | · | · | -9.0%
CC(=O)Nc1ccc2ccc3cccc4ccc1c2c34 | -3.2% | 4.5% | 6.4% | -0.6 | 60 | -0.1% | 0.3% | -5.7% | i | 25.1 | -90.8%
NCCCC[C@H]1CNC(=O)C(=O)N1CCc1cc(C(F)(F)F)cc(C(F)(F)F)c1 | 6.0% | -0.2% | -9.5% | 0.4 | 100 | -0.1% | 0.3% | 7.5% | i | 27.4 | 28.8%
O=C(CCSc1nc(-c2ccco2)cc(C(F)(F)F)n1)NCc1ccccn1 | -10.2% | -8.6% | 10.0% | -0.8 | 35 | -0.1% | 0.3% | -13.4% | i | 21.8 | 13.3%
CCOc1ccc(NC(=O)NCc2cccn2C)cc1 | -0.6% | 0.5% | -0.2% | 1.4 | 86 | 0.0% | 0.0% | 9.4% | i | 44.8 | 16.2%
COc1ccc(NC(=O)N2CCN(CCC#N)CC2)cc1 | 2.5% | 2.7% | 3.4% | -1.8 | 74 | 0.3% | 0.1% | 0.7% | i | 29.4 | -9.0%
Nc1ccc(S(=O)(=O)c2cccc(N)c2)cc1 | 19.5% | -1.6% | 12.2% | 0.7 | 51 | 0.2% | -0.7% | -10.3% | i | 9.1 | 25.5%
CCN(CC)S(=O)(=O)c1ccc(N2CCOCC2)c(NC(=O)C2COc3ccccc3O2)c1 (stereo unspecified) | 1.7% | 3.2% | -3.3% | -0.5 | 53 | 0.1% | 0.7% | 9.5% | i | 31.0 | 7.7%
S=C(N/N=C1\CCc2ccccc21)NC1CCCCC1 | 5.9% | -1.5% | 5.2% | 3.3 | 46 | -0.3% | -0.6% | -10.4% | i | 33.8 | 2.6%
CCOc1ccc(C(CC(=O)O)NC(=O)c2cccs2)cc1 (stereo unspecified) | -5.8% | 2.4% | -2.6% | -0.7 | 31 | 0.1% | -0.3% | -7.5% | i | 13.0 | -37.3%
COCCn1c(SCC#N)nnc1-c1ccc([N+](=O)[O-])cc1 | -0.4% | -4.2% | 8.7% | -0.9 | 43 | 0.1% | 0.6% | -2.7% | i | 47.0 | 12.1%
COC(=O)c1c(NC(=O)/C=C/C(=O)O)sc(C)c1-c1ccc(C)cc1 | 4.5% | -5.4% | 0.8% | 0.2 | 22 | 0.2% | -1.1% | -2.7% | i | 48.6 | -22.7%[20 µM]
COc1ccc(S(=O)(=O)c2ccc(OCC3CO3)cc2)cc1 (stereo unspecified) | 1.6% | -5.6% | 14.6% | -0.2 | 53 | -0.3% | -0.7% | 14.8% | i | 47.0 | -12.4%
S=C(NCc1ccccc1)N/N=C/c1cccs1 | 10.6% | 1.0% | -4.3% | 6.0 | 83 | -0.1% | -0.9% | 3.1% | i | 29.4 | -2.6%
Cc1onc(-c2ccccc2)c1C(=O)N/N=C(\N)COc1ccc(Cl)cc1 | 0.9% | -3.4% | -10.4% | 2.0 | 97 | -0.3% | -1.1% | 11.7% | i | 58.6 | -27.9%
Cc1nc(-c2c(C(=O)NNC(=O)Nc3c(C)cccc3C)noc2C)cs1 | -7.8% | 3.9% | 9.4% | 0.1 | 63 | -0.2% | 0.2% | 17.2% | i | 20.0 | 28.5%
Cc1nn(C)c(C)c1NC(=O)c1ccc(Br)o1 | 4.5% | -0.3% | 3.0% | 0.6 | 60 | -0.4% | 0.9% | 22.3% | i | 20.5 | -7.0%
Cc1ccc(S(=O)(=O)N2CCOCC2)cc1NC(=O)CNCc1cccnc1 | -5.3% | · | 0.6% | -0.2 | 61 | -0.1% | 0.3% | -2.7% | i | 11.1 | 16.7%
O=C(Nc1ccccc1-c1nnn(CC(=O)N2CCN(c3ccccc3)CC2)n1)c1cccs1 | -0.6% | 1.0% | 11.3% | 2.0 | 53 | 0.7% | 1.1% | -3.0% | i | 61.9 | 12.0%

Screening data deposited in PubChem by several laboratories.
